From PubChem BioAssay
SR-BI uptake up – activators of SR-BI mediated HDL lipid uptake; CHO ldlA[mSR-BI] cells, DiI-HDL uptake fluorescence, 3 h; 100 = double the neutral-control signal; activation, % at 12.5 µM; 0.096% of 320,000 active;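 active = mean replicate activation of at least 60% and every replicate at or above 60%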;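 note: 0% = median plate neutral-control signal and 100% = twice that signal; values of inactives mirror those of a sister screen read the other way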
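Test system: SR-BI-overexpressing, LDLR-lacking CHO cells; Medium: Ham's F12 with 0.5% BSA, HEPES 25 mM, pH 7.4; Schedule: 3 h, 37 °C; Technique: bottom-read fluorescence, 550/595 nm.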
PKA-R2B activ – PKA-R2B complex activation; P22694+P31323; PKA-R2B holoenzyme dissociation, Cy5-IP20 fluorescence polarization; R2B truncated from residue 108, S112A mutant; 0% DMSO only, 100% 113 µM cGMP; activation, % at 11.4 µM; 0.079% of 340,000 active; AID 504700;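 active = activation above a cutoff set at the mean over all compounds plus 3 SD, cut at about 18% in these data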;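 note: higher means more holoenzyme dissociation and a rise in polarization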
Target sequence (P31323 whole entry, looked up, other chains not shown, the tested form may be a part): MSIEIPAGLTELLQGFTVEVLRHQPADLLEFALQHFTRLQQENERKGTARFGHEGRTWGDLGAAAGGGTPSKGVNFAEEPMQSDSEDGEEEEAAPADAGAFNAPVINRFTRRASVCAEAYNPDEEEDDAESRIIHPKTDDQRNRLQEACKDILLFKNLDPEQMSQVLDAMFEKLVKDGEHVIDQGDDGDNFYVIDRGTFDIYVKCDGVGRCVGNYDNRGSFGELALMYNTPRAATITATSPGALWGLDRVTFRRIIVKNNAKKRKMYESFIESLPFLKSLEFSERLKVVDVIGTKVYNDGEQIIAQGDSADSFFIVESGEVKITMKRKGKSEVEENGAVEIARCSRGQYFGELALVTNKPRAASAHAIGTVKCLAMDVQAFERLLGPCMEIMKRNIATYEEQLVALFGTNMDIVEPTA
dFosB act – mouse delta FosB homodimer activation | activation, % at 25 µM | AID 493131 | 0.99% of 340,000 active | purified delta FosB, TAMRA-CDK5 oligo fluorescence polarization; percent of positive-control signal above neutral wells;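 active = mean activation above about 17%, with every replicate also reaching it, limit read from the data, passing the limit was not always enough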;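 note: fluorescence polarization rise as delta FosB binds a TAMRA Cdk5 AP-1 oligo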
CDK5 inh – inhibitors of human CDK5/p35 kinase; Q00535+Q15078; Recombinant CDK5/p35, ADP-Glo luminescence, 60 min; inhibition, % at 10 µM; 0.01% of 330,000 active; AID 488839;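 active = highest replicate inhibition of at least 50% and at least 75% of replicates reaching 50%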;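 note: plate controls were DMSO neutral control for no effect and GW8510 at 10 µM for full effect; many of its hits are not listed in these tables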
Target sequence (Q00535 whole entry, looked up): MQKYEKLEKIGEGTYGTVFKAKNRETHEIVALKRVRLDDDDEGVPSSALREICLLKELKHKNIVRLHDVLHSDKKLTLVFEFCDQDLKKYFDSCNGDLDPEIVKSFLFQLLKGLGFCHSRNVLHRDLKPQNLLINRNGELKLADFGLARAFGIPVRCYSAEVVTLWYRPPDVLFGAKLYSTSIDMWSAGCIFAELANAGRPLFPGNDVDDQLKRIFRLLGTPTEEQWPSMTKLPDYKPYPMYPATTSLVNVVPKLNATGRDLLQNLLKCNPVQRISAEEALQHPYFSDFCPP
Target sequence (Q15078 whole entry, looked up): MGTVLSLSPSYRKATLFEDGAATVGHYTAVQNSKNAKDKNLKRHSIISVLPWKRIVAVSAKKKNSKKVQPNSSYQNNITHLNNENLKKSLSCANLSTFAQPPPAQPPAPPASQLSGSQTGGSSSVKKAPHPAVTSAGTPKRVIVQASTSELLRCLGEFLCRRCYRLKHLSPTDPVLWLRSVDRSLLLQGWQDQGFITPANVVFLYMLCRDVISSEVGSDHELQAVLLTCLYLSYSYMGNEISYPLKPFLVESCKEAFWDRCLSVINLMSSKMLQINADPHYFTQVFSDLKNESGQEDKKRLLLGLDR
PKA-R1A activ – PKA-R1A complex activation | P00514+P68181 | activation, % at 11.4 µM | PKA-R1A dissociation, Cy5-IP20 fluorescence polarization; scaled: DMSO 0%, 113 µM cGMP 100% | AID 504707 | 0.083% of 340,000 active;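 active = percent activation above the mean of all tested compounds plus 3 SD, cut at about 19% in these data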;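 note: higher means more PKAc released from R1A so a rise in polarization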
SUMO Mot1 rescue – blocks SUMOylation pathway, rescuing yeast Mot1-301 growth; S. cerevisiae Mot1-301 growth rescue, ATP luminescence, 38.5C; percent above DMSO median, 100 means doubled; growth rescue, % at 18.8 µM; 1% of 320,000 active;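 active = every valid replicate shows activation above 250% relative to neutral control wells; inactive = the rest, any valid replicate at or below 250%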;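 note: OY570 slx delta 5 strain wells were the positive control but not used for scaling; some compounds called inactive have numbers as strong as hits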
SR-BI DiI inh – inhibitors of mouse SR-BI mediated HDL lipid uptake | Q61009 | ldlA[mSR-BI] CHO cells, DiI-HDL uptake fluorescence, 3 h | inhibition, % at 12.5 µM | 0.96% of 320,000 active | AID 488896;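 active = mean replicate inhibition of at least 70% and a set share of replicates each scoring 70 or more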;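 note: 0% = median of neutral control wells and 100% = median of positive control wells; values of inactives mirror those of a sister screen read the other way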
MITF TRPM1 HTS – activators of MITF-driven TRPM1 promoter activity in SK-MEL-5 cells; SK-MEL-5 TRPM1-promoter luciferase, 24 h; % of positive control, neutral wells = 0; activation, % at 12.5 µM; 0.75% of 300,000 active;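 active = mean activation of at least 80% with every replicate also reaching 80%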;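 note: 0% = neutral control wells and 100% = parthenolide positive control wells; values of inactives mirror those of a sister screen read the other way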
NSD2 HMT inh – blocks human histone methyltransferase NSD2; NSD2 peptide methylation, AlphaScreen, 120 min; inhibition, % at 12.5 µM; O96028; AID 743445; 0.54% of 310,000 active; in the data active = inhibition above about 50%
Pemphigus Ab inh – inhibitors of pemphigus antibody binding to human desmoglein-3 | 0.48% of 310,000 active | P32926 | binding (percent of control), % at 10 µM | AID 588358 | DSG3-coupled beads, scFv-anti-DSG3-GFP binding, flow cytometry; hits give low values;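 active = binding more than 3 SD below its plate's average and above zero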;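 note: hits lower antibody fragment binding to DSG3; some compounds called inactive have numbers as strong as hits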
Arr AP2 block – human beta-arrestin and AP2 interaction inhibition | FITC-arrestin peptide / GST-AP2 beads, flow cytometry; AP2 beta2 appendage carries R879A mutation | inhibition, % at 10 µM | 0.31% of 340,000 active;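 active = inhibition above a set limit, near 3 SD of compounds lacking own fluorescence, cut at about 54% in these data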;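 note: plate controls were DMSO wells for no effect and 5 µM unlabelled arrestin peptide for full effect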
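Measured by: flow cytometry, FL1 (488/535 nm); Material: AP2 appendage R879A on GSH beads; Evaluation: percent response; Timing: pre-incubation 12 min, peptide binding 1 h, room temperature; Also added: 50 nM FITC-arrestin peptide; Medium: PBS with 0.05% Tween 20 and 0.1% BSA.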
The depositor's hits bear a star; · = no result given.

SMILES	SR-BI uptake up	PKA-R2B activ	dFosB act	CDK5 inh	PKA-R1A activ	SUMO Mot1 rescue	SR-BI DiI inh	MITF TRPM1 HTS	NSD2 HMT inh	Pemphigus Ab inh	Arr AP2 block
O=C(O)c1cccc(NS(=O)(=O)c2ccc(-c3ccc(S(=O)(=O)Nc4cccc(C(=O)O)c4)cc3)cc2)c1	1	-16	-2	-1.7	-7	-55	-1	-3	17	102	13
CC(C1=C(CCN(C)C)Cc2ccccc21)c1ccccn1 (centres undefined)	13	2	-76	1.8	-5	·	-13	9	3	104	1
COc1cc(OC)c2c(c1C(CCN1CCOCC1)c1ccc(N(C)C)cc1)OC(=O)CC2c1ccc(N(C)C)cc1 (centres undefined)	8	0	-5	-0.5	4	-1	-8	9	·	103	4
Cc1ccc(OC(=S)Nc2ccc(F)cc2)cc1	6	-3	4	-1.1	-3	4	-6	·	0	·	16
CCOc1ccccc1N=Nc1c(C)[nH]n(-c2ccccc2)c1=O	0	-16	9	2.8	-3	12	0	·	·	101	24
COCCCn1c(CCC(=O)O)ccc1-c1ccc(F)cc1	13	-10	-6	0.3	1	7	-13	-2	0	·	3
COc1cc(OC)cc(C(=O)NC2=NCCS2)c1	4	-15	-5	-1.4	-7	-5	-4	7	-2	·	22
Cc1c(NC(=S)N/N=C/c2ccc(Br)cc2)c(=O)n(-c2ccccc2)n1C	7	12	-11	-0.7	-3	-6	-7	-5	-3	·	3
Cc1cc(C(=O)CCC(=O)N(C)CC(=O)Nc2ccc(OC(F)(F)F)cc2)c(C)s1	10	-13	-6	0.6	-10	·	-10	-8	0	83	7
CC(=O)N1CCN(c2ccccc2NC(=O)c2cc(Br)ccc2Cl)CC1	-58	-3	-10	-0.4	-2	-18	58	-5	·	·	10
CCOC(=O)Cc1csc(SCC(=O)Nc2cc(Cl)ccc2Oc2ccccc2)n1	-32	-4	-6	0.0	3	-5	32	10	-2	97	20
CCN1CCN(c2ccc(S(=O)(=O)N3CCCCC3)cc2NC(=O)COc2cc(C)ccc2Cl)CC1	-12	-9	14	-2.1	0	167	12	15	3	110	-13
C=CCn1cc(C(=O)N2CCN(CC)CC2)c(=O)c2cc(S(=O)(=O)N(CC)CC)ccc21	13	8	-22	-0.2	-1	-5	-13	7	1	85	47
CC(=O)Nc1ccc(NC(=O)C(C)OC(=O)c2ccc(S(=O)(=O)N3CCCCC3)cc2)cc1 (centres undefined)	1	12	58*	-0.5	7	6	-1	3	-1	113	8
Cc1ccc(CN2CCN(Cc3cc(=O)c4ccccc4[nH]3)CC2CCO)o1 (centres undefined)	7	-6	5	-4.6	1	·	-7	3	1	96	21

3 compounds out of the list, arranged by length of the SMILES, descending:
SMILES	SR-BI uptake up	PKA-R2B activ	dFosB act	CDK5 inh	PKA-R1A activ	SUMO Mot1 rescue	SR-BI DiI inh	MITF TRPM1 HTS	NSD2 HMT inh	Pemphigus Ab inh	Arr AP2 block
O=C(O)c1cccc(NS(=O)(=O)c2ccc(-c3ccc(S(=O)(=O)Nc4cccc(C(=O)O)c4)cc3)cc2)c1	1	-16	-2	-1.7	-7	-55	-1	-3	17	102	13
Cc1c(NC(=S)N/N=C/c2ccc(Br)cc2)c(=O)n(-c2ccccc2)n1C	7	12	-11	-0.7	-3	-6	-7	-5	-3	·	3
CC(=O)N1CCN(c2ccccc2NC(=O)c2cc(Br)ccc2Cl)CC1	-58	-3	-10	-0.4	-2	-18	58	-5	·	·	10

The list goes on.
SMILES	SR-BI uptake up	PKA-R2B activ	dFosB act	CDK5 inh	PKA-R1A activ	SUMO Mot1 rescue	SR-BI DiI inh	MITF TRPM1 HTS	NSD2 HMT inh	Pemphigus Ab inh	Arr AP2 block
CC1(C)CC(C(CC(=O)N2CCCC2)Cc2ccccc2)CCO1 (centres undefined)	13	4	-11	1.6	-4	-6	-6	4	-4	96	16
COc1ccc(C2CC(c3cccs3)=NN2C(=O)c2ccccc2)cc1OC (centres undefined)	6	7	-8	-1.9	-10	424*	-6	7	-1	84	3
CCCC(C(=O)NC1=NCCS1)c1ccccc1 (centres undefined)	29	6	-13	-1.8	2	14	-29	12	4	98	10
COc1ccc(CCNC(=O)c2ccc3c(c2)NC(=O)CS3)cc1OC	-18	-7	-3	·	-8	2	18	6	-3	100	-11
CCN(CC)C(=O)[C@H]1CC(CC(=O)NC(C)(C)C)C(=O)N2CCc3c([nH]c4ccccc34)[C@]12C (some centres undefined)	22	6	-11	-0.7	0	1	-22	5	·	97	24
COc1ccc(NC(=O)CSc2nc3ncccc3[nH]2)cc1OC	4	-22	-8	1.0	-7	4	-4	·	0	102	5
COc1ccc2c(c1)OC1(C)CC2C(C(=O)c2ccccc2OC)C(=O)N1 (centres undefined)	1	1	-9	-1.1	2	-38	-1	·	·	106	-12
CSc1oc(-c2ccco2)nc1S(=O)(=O)c1ccc(F)cc1	17	5	1	-2.0	-2	0	-17	·	·	106	-7
COc1ccc(S(=O)Cc2ccc(C(=O)NCc3cccc(OC)c3)o2)cc1 (centres undefined)	10	3	-1	1.0	-7	3	-10	3	-4	104	8
Cc1nc2[nH]c(=S)n(C)c(=O)c2nc1C	18	10	2	0.1	-1	15	-18	17	-4	99	-9
Cc1cc(-n2c(SCc3ccccc3F)nc3n[nH]c(C)c3c2=N)ccc1Cl	-11	2	-6	0.7	2	1	11	-2	-1	·	20
S=C(NCc1ccccc1)NCc1ccccn1	8	-9	-2	0.6	6	8	-8	-6	5	102	2
O=C(Cc1ccc(F)cc1)N1CCN=C1SCc1ccc([N+](=O)[O-])cc1	-17	9	-7	0.6	-3	-14	17	-3	1	97	7
COc1ccc(/C=C2\SC(=S)N(C(C)C(=O)NC3C=CS(=O)(=O)C3)C2=O)cc1 (centres undefined)	-8	-6	-8	0.6	7	-1	8	4	7	97	2
CCOC(=O)Cc1nnc(Nc2ccc(C)cc2)c2ccccc12	-60	8	0	0.9	-5	5	60	-1	-3	102	6
CC(C)c1ccc(/C=C2\NC(=S)N(Cc3cccnc3)C2=O)cc1	-7	·	6	-0.2	·	19	7	-14	-4	103	9
CN1CN(C)C(c2ccncc2)=C1c1ccncc1	11	-2	6	0.7	-6	7	-11	-14	-1	91	30
Nc1nonc1-n1nnc(C(=O)N/N=C/c2cc(Br)ccc2O)c1CSC1=NCCS1	-104	-8	12	-0.3	-3	-10	104*	-17	-3	111	-5
COc1ccc(N2CCN(C(=O)CCS(=O)(=O)c3ccc4c(c3)NC(=O)C(C)S4)CC2)cc1 (centres undefined)	-1	1	-3	0.2	2	12	1	-20	2	95	-3
O=C(COC(=O)CCC1CCCC1)Nc1cc(S(=O)(=O)N2CCOCC2)ccc1Cl	42	-7	-12	2.0	-6	·	-42	4	-4	109	-5
COC(=O)c1nc(NC(=O)c2ccccc2Cl)n[nH]1	6	0	3	1.7	-1	·	-6	-7	-3	96	6
Cn1c(SCC(=O)Nc2ccc(NC(=O)c3ccccc3)cc2)nnc1-c1ccncc1	·	-2	-3	-1.0	-3	673	·	17	0	·	-1
COc1cccc(/C=N/NC(=O)CNC(=O)COc2cccc(C)c2)c1O	·	-6	-1	1.2	-11	-10	·	-24	-2	102	-8
CN(C)c1nc(-c2ccccc2)cc(C(F)(F)F)c1C#N	-52	-1	-6	1.3	2	-10	52	-5	4	100	-2
C[C@H](CO)N1C[C@H](C)[C@@H](CN(C)S(=O)(=O)c2cccs2)Oc2ccc(NC(=O)Nc3ccccc3)cc2C1=O	6	-1	-23	-1.9	-1	-9	-6	3	·	101	23
COc1ccc(CCNCc2c(-c3ccccc3)n(C)c3ccccc23)cc1	-27	-5	7	-1.8	-9	-1	27	2	10	99	-6
COCCCNC(c1ccccc1)c1ccncc1 (centres undefined)	-5	0	5	-2.1	-3	·	5	-14	-4	·	4
COc1cc(OC)cc(-c2c(-c3cccs3)c3cc(-c4ccc5cc[nH]c5c4)ccc3n2C)c1	-109	0	1	-0.2	3	11	109*	4	·	102	4
O=C(CSc1nnc(CNc2ccc(Cl)cc2)n1Cc1ccccc1)NCc1ccco1	12	-7	-11	0.3	-10	-6	-12	·	-2	108	9
Cc1cc(Oc2nc3ccccn3c(=O)c2/C=C(\C#N)C(=O)NC2CCS(=O)(=O)C2)ccc1Cl (centres undefined)	1	3	-14	0.2	2	16	-1	-19	5	99	24
CCCCOc1ccc(Cl)cc1CSc1nncn1N	-13	7	1	-1.5	-4	3	13	1	-1	100	5
CC1CCCN(C(=O)COc2ccc3c(c2)OCO3)C1 (centres undefined)	5	2	11	1.0	0	96	-5	33	27	102	1
CC(C)(C)NC(=O)C(c1ccc(O)cc1)N(C(=O)CCC(=O)Nc1nccs1)c1ccc(F)cc1 (centres undefined)	-1	10	0	-0.3	1	-9	1	2	·	83	13
N#CC1(NC(=O)COc2ccc3oc4ccccc4c3c2)CCCCC1	-10	-9	-2	1.0	-1	-5	10	9	-2	100	-6
CCC(C)(C)c1ccc(OC(=O)c2cccnc2Cl)cc1	·	-3	-1	-0.8	-5	-8	·	42	-5	98	-6
CC1(C)CC(NC(=O)COc2ccc([N+](=O)[O-])cc2)CC(C)(C)N1	-51	·	9	1.4	·	4	51	12	-8	·	-7
Cc1cc(NS(=O)(=O)c2ccc(NS(=O)(=O)c3ccc(Br)cc3)cc2)no1	27	3	-2	1.0	1	19	-27	5	2	99	-13
CCCCCN=C(C)c1c(O)c2ccccc2oc1=O	·	-14	-11	-1.0	-7	0	·	64	0	95	-8
CC1CCN(CCCNC(=O)CN2C(=O)CSc3ccc(S(=O)(=O)N4CCC(C)CC4)cc32)CC1	11	-7	-5	0.0	-12	4	-11	5	2	108	3
Cc1cccc(NC(=O)c2cccc(S(=O)(=O)N3CCc4ccccc4C3)c2)n1	7	-6	-4	-0.5	-6	6	-7	4	5	103	-5
Cc1cc(C(=O)CN2C(=O)c3ccccc3C2=O)c(C)n1C1CC1	·	0	4	-3.1	-1	340	·	37	-6	104	-9
CC(Oc1ccc2c(-c3ccccc3)cc(=O)oc2c1)C(=O)NC(Cc1c[nH]c2ccc(O)cc12)C(=O)O (centres undefined)	15	4	-6	-0.1	3	-3	-15	-13	·	101	-4
NC(=O)C(c1ccc(F)cc1)c1ccc(C(=O)c2ccccc2)cc1 (centres undefined)	-5	-9	-2	-0.4	-18	10	5	-19	1	101	40

Hits appear at their usual frequency; any-hit rate near 4.7%.
